Screening results: PubChem, PCMD
FXIa inh – inhibitors of human coagulation factor XIa. purified human FXIa, fluorogenic AMC substrate cleavage. inhibition, % at 10 µM. AID 687. 33,000 compounds, 0.3% hits. P03951;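 active = inhibition above 40% in the primary screen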;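 also: 0% = enzyme without compound and 100% = blank wells lacking enzyme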
Target sequence (P03951 19-387 limits assumed): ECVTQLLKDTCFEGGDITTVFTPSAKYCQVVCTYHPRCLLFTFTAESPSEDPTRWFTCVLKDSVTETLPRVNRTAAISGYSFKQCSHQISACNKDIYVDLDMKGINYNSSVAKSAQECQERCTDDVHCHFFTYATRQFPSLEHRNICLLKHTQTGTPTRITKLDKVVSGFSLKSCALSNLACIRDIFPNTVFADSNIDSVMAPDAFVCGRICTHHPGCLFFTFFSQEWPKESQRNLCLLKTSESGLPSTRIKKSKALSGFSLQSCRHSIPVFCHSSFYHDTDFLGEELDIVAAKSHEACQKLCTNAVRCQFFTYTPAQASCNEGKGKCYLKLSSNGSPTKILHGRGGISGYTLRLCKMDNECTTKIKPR
Target sequence (P03951 388-625 limits assumed): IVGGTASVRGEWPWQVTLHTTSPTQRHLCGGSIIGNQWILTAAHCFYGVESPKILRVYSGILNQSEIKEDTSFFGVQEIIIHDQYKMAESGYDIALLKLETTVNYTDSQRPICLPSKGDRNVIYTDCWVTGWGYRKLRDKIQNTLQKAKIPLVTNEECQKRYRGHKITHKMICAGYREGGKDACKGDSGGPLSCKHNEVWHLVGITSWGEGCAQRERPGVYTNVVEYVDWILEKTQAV
FXIIa inh – blocks human coagulation factor XIIa activity. 33,000 compounds, 0.2% hits. purified human FXIIa, AMC substrate fluorescence, 2 h. P00748. inhibition, % at 10 µM; in the data active = inhibition above about 30%;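 also: 0% = enzyme with vehicle only and 100% = no enzyme blank; many of its hits are not listed in these tables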
Numbers without * were called inactive.

SMILES	FXIa inh	FXIIa inh
CCOc1ccc(NC(=O)CCN2CCN(S(=O)(=O)c3ccc(OC)cc3)CC2)cc1	-7	9
CCC(=O)N(Cc1ccc(C)cc1)Cc1cc2cc3c(cc2[nH]c1=O)OCO3	3	3
CC(=C1C(=O)c2ccccc2C1=O)N1CCN(C/C=C/c2ccccc2)CC1	7	-10
O=S(=O)(NC1CCCCCC1)c1ccc(Br)s1	-9	12
COC(=O)Cc1ccc2c3ccccc3n(C)c2c1	0	4
COc1cc(NC(=O)Cc2nn(C)c(=O)c3ccccc23)cc(OC)c1OC	-4	9
CCSc1nnc2nc(C)cc(C)n12	-1	13
O=C(NNC(=O)c1ccccc1Br)c1ccc(SCC2CCCO2)c([N+](=O)[O-])c1 (stereo unspecified)	-12	-15
COc1ccc(S(=O)(=O)Nc2ccc(S(=O)(=O)N3CCCC3)cc2)cc1	-2	6
CCCC12CN3CC(C)(CN(C1)C3c1ccc3c(c1)OCO3)C2=O (stereo unspecified)	2	-12
Cc1ccc(-n2c(N)c(C(N)=O)sc2=S)cc1	10	4
CCOC(=O)CC(=O)CSc1nc(C)cc(C)c1C#N	33	-16
CCn1c(CSc2nc3ccccc3s2)nnc1SCC(=O)NCC(=O)OC	-1	0
Cc1cc(C)c(S(=O)(=O)c2ccccc2)c(OC(=O)c2c(Cl)cc(Cl)cc2Cl)n1	3	4
CCSc1nnc(NC(=O)c2cc(C)nc3ccccc23)s1	-1	7
O=C1CCC(=O)N1CCCCCc1nc(-c2ccccc2)no1	-4	3
COc1nnc(-c2ccc(N3CCOCC3)c(NC(=O)c3ccccc3)c2)c2ccccc12	11	4
CCC(=O)Nc1ccc(C(=O)Nc2cccnc2)cc1	0	1
COc1ccccc1C(=O)Nc1nc2nc(-c3ccccc3)cc(=O)n2[nH]1	-9	7
COc1cc2c(cc1OC)C(c1cc3ccccc3oc1=O)=NC(C)(C)C2	5	4
COCCCn1c(SCC(=O)Nc2ccc(NC(=O)c3ccco3)c(OC)c2)nc2ccccc2c1=O	4	0
CN(C)c1ccnc2sc(C(N)=O)c(N)c12	20	-9
O=C(OCC#CCSc1nnc(-c2cccc3ccccc23)o1)c1ccco1	1	9
Cc1ccc(-c2noc(CCC(=O)NCC3CCN(Cc4cccc(C)c4)CC3)n2)cc1	-4	4
CCn1c(SCC(=O)N2CCCC(C)C2)nnc1-c1ccc(S(=O)(=O)N2CCN(C)CC2)cc1 (stereo unspecified)	-5	0

(further entries)
SMILES	FXIa inh	FXIIa inh
COc1ccc(-c2c(C)n([O-])c(C)c(-c3ccccc3)[n+]2=O)cc1OC	27	-12
CN(C(=O)C1CCOC1)c1nnc(-c2cnccn2)s1 (stereo unspecified)	1	2
Cc1ccc(S(=O)(=O)N(CC(O)CN(C)C)c2ccccc2)cc1 (stereo unspecified)	3	6
Cc1csc(NC(=O)CCc2ccc(S(=O)(=O)N3CCOCC3)cc2)n1	0	5
CC(C)CCSc1ncnc2c1oc1nc3c(cc12)COC(C)(C)C3	4	4
O=C(C1CCCN(Cc2ccccc2)C1)N1CCc2ccccc2C1 (stereo unspecified)	2	8
Cc1ccc(OC(C)C)c(CN(CCO)CCO)c1	-6	5
Cc1cc(-c2ccccc2)n(-c2ccc(C(=O)N3CCN(c4ncccn4)CC3)cc2)n1	1	7
COc1ccc(NC(=O)C2C3CCC(C3)C2C(=O)O)cc1OC (stereo unspecified)	0	-17
COc1ccc(CC(=O)OCCN(C)C)cc1	4	2
NC(=O)C1(N2CCCCC2)CCN(C(=O)CSc2nc(C(F)(F)F)cc(=O)[nH]2)CC1	-5	4
O=C(Nc1cccc(Cn2cccn2)c1)c1cc2c(s1)CCCC2	-2	6
CCc1ccc(NC(=O)c2ccc3nc(N)sc3c2)cc1	-2	19
COc1ccc(C(=O)c2ccc(Cl)cc2)cc1	26	-15
O=C(NC1CCCCC1)[C@H](O)[C@@H](O)C(=O)NC1CCCCC1	-4	3
CN(C)S(=O)(=O)c1ccc(NC(=O)COC(=O)c2n[nH]c3ccccc23)cc1	-6	7
COc1ccc2c(c1)c1ncn(CCc3ccccc3)c(=O)c1n2C	-8	2
O=C(O)C1CCCN1S(=O)(=O)c1ccccc1 (stereo unspecified)	-2	9
Cc1cnc2cc(Cl)c(Cl)cc2n1	-5	2
CCOc1ccc(Nc2ncnc3c2cnn3Cc2ccccc2)cc1	-11	4
Cc1ccc(N2C(=O)C(c3c(C)[nH]n(-c4ccccc4)c3=O)(C(F)(F)F)C3=C2CC(C)(C)CC3=O)cc1 (stereo unspecified)	-6	5
CCCc1nc2n[nH]c(N)c2c2c1COC(C)(C)C2	0	9
CCc1ccc(NC(=O)CCn2ccnc2C)cc1	7	8
O=S(=O)(c1ccccc1)c1nc(-c2ccco2)oc1NCCCn1ccnc1	2	10
Cc1ccc(C(=O)Nc2cccc(C(=O)N3CCOCC3)c2)cc1	3	-4

One compound at a time (already shown).
Profile of Cc1csc(NC(=O)CCc2ccc(S(=O)(=O)N3CCOCC3)cc2)n1 → FXIa inh: 0; FXIIa inh: 5
Profile of Cc1ccc(OC(C)C)c(CN(CCO)CCO)c1 → FXIa inh: -6; FXIIa inh: 5

The listing continues:
SMILES	FXIa inh	FXIIa inh
CSc1oc(-c2ccccc2)nc1C(N)=O	4	5
O=C(Nc1ccccc1)c1ccc(S(=O)(=O)NCC2CCCO2)cc1 (stereo unspecified)	2	4
O=C(Cc1ccc(Br)cc1)N1CCN(c2ccccc2)CC1	-1	8
CC(CC(=O)N1CCc2ccccc21)c1ccccc1 (stereo unspecified)	8	3
O=C1S/C(=C/c2ccc(N3CCOCC3)o2)C(=O)N1Cc1c(F)cccc1Cl	1	6
CCc1ccc(N2CC(C(=O)Nc3cccnc3)CC2=O)cc1 (stereo unspecified)	3	4
Cc1sc(NC(=O)c2ccccc2)c(C(=O)NC(C)C)c1C	-5	1
COc1ccc(OC(=O)c2ccc3nsnc3c2)cc1	-1	-6
FC(F)Sc1ccc(Nc2ncnc3nc[nH]c23)cc1	5	3
O=C(c1ccc(CNS(=O)(=O)c2ccccc2)cc1)N1CCN(Cc2ccccc2)CC1	-1	7
Cc1nc2ccccc2nc(C)c1=NO	-11	4
O=C(NC1CCSC1=O)c1ccccc1 (stereo unspecified)	1	0
CCOC(=O)c1c(C=O)c(C)n(Cc2ccc(C)cc2)c1C	-3	10
COc1cccc(NS(=O)(=O)c2ccc3[nH]cc(C(=O)N(C)Cc4ccco4)c(=O)c3c2)c1	-2	4
CCOC(=O)c1c(NC(=O)CSc2nncn2C)sc(C)c1C	2	3
Nc1nnnn1/N=C/c1cc(Cl)cc(Cl)c1OCc1ccc(Cl)cc1Cl	-6	-4
COC(=O)c1ccc(Cn2nc(C)cc2C)cc1	-6	7
CC(C)CCN1CC(O)=C(c2nc(-c3ccc(Cl)cc3)cs2)C1=N	3	19
COc1cc2c(cc1NS(=O)(=O)N1CCCC1)oc1ccccc12	-6	-7
CCOc1ccc(-c2cc(N)n(S(=O)(=O)c3ccc(OC)cc3)n2)cc1	4	8
COc1ccccc1OCCCCNC(C)(C)C	3	17
O=C(C(NS(=O)(=O)c1cccs1)c1ccccc1)N1CCN(c2ccccc2F)CC1 (stereo unspecified)	0	0
CC(C)NC(=O)CN(Cc1ccccc1)S(=O)(=O)c1ccccc1	0	5
CCOc1cc(C)c(S(=O)(=O)NC2CCCCC2)cc1C	2	5
Nc1nc(Sc2ccc(C(F)(F)F)cc2[N+](=O)[O-])n[nH]1	20	-8

As a working copy, part of the list above:
SMILES	FXIa inh	FXIIa inh
CC(CC(=O)N1CCc2ccccc21)c1ccccc1 (stereo unspecified)	8	3
O=C1S/C(=C/c2ccc(N3CCOCC3)o2)C(=O)N1Cc1c(F)cccc1Cl	1	6
CCc1ccc(N2CC(C(=O)Nc3cccnc3)CC2=O)cc1 (stereo unspecified)	3	4
Cc1sc(NC(=O)c2ccccc2)c(C(=O)NC(C)C)c1C	-5	1
COc1ccc(OC(=O)c2ccc3nsnc3c2)cc1	-1	-6
FC(F)Sc1ccc(Nc2ncnc3nc[nH]c23)cc1	5	3
O=C(c1ccc(CNS(=O)(=O)c2ccccc2)cc1)N1CCN(Cc2ccccc2)CC1	-1	7
Cc1nc2ccccc2nc(C)c1=NO	-11	4
O=C(NC1CCSC1=O)c1ccccc1 (stereo unspecified)	1	0
CCOC(=O)c1c(C=O)c(C)n(Cc2ccc(C)cc2)c1C	-3	10
COc1cccc(NS(=O)(=O)c2ccc3[nH]cc(C(=O)N(C)Cc4ccco4)c(=O)c3c2)c1	-2	4
CCOC(=O)c1c(NC(=O)CSc2nncn2C)sc(C)c1C	2	3
Nc1nnnn1/N=C/c1cc(Cl)cc(Cl)c1OCc1ccc(Cl)cc1Cl	-6	-4
COC(=O)c1ccc(Cn2nc(C)cc2C)cc1	-6	7
CC(C)CCN1CC(O)=C(c2nc(-c3ccc(Cl)cc3)cs2)C1=N	3	19
COc1cc2c(cc1NS(=O)(=O)N1CCCC1)oc1ccccc12	-6	-7
CCOc1ccc(-c2cc(N)n(S(=O)(=O)c3ccc(OC)cc3)n2)cc1	4	8
COc1ccccc1OCCCCNC(C)(C)C	3	17
O=C(C(NS(=O)(=O)c1cccs1)c1ccccc1)N1CCN(c2ccccc2F)CC1 (stereo unspecified)	0	0
CC(C)NC(=O)CN(Cc1ccccc1)S(=O)(=O)c1ccccc1	0	5
CCOc1cc(C)c(S(=O)(=O)NC2CCCCC2)cc1C	2	5
Nc1nc(Sc2ccc(C(F)(F)F)cc2[N+](=O)[O-])n[nH]1	20	-8

Later entries.
SMILES	FXIa inh	FXIIa inh
O=C(Nc1cccc2ccccc12)N1CC=C(c2ccccc2)CC1	18	-8
C=CCNC(=O)C1CC(=O)N(c2ccc(OCC(=O)Nc3ccccc3)cc2)C1 (stereo unspecified)	0	2
COC(=O)[C@H](CCSC)NC(=O)Nc1ccc(OC)cc1OC	20	8
CCN(CC)S(=O)(=O)c1ccc2oc(C(=O)NC3CCCc4ccccc43)c(C)c2c1 (stereo unspecified)	13	7
Cc1cc2ccccc2nc1SCC(=O)N1c2ccccc2CC1C (stereo unspecified)	-5	12
Nc1nc2ccccc2nc1N1CCCC1	8	3
CCCCn1c(SCC2CCCO2)nc2cc(S(N)(=O)=O)ccc21 (stereo unspecified)	-9	5
COc1cc(S(=O)(=O)N2CCCCCC2)ccc1-n1cnnn1	13	2
COc1ccc(Cc2nnc(NC(=O)Cc3cccs3)s2)cc1	1	0
Cc1ccc(-c2nc3ccccc3c(=O)n2CCCN2CCOCC2)cc1	6	0
CCC(C)c1ccc(-c2cc(C(=O)OCC(=O)Nc3cc(C)on3)c3ccccc3n2)cc1 (stereo unspecified)	25	-14
CN(C)CCNC(=O)C(C(=O)c1ccccc1)n1ccccc1=O (stereo unspecified)	-1	5
Cc1ncc(CC(=O)n2cc(C(=O)c3cc(F)ccc3O)cn2)s1	9	8
NC(=O)c1ccccc1O	2	4
CCC(Cc1ccccc1)NC(=O)C1CCC(CNc2c(N3CCCC3)c(=O)c2=O)CC1 (stereo unspecified)	2	5
CC(N=C1NS(=O)(=O)c2ccccc21)C(=O)NCc1ccc2c(c1)OCO2 (stereo unspecified)	-13	-13
CCCN1C(=O)C(NC(C)=O)c2ccccc21 (stereo unspecified)	-6	-1
COc1ccc(Cc2nnc(NS(C)(=O)=O)s2)cc1	-3	7
CC(=O)Nc1ccccc1OCc1nnc(-c2cccs2)o1	-3	7
COc1ccc2[nH]c(=O)c(CNc3ccc(C)c(C)c3)cc2c1	-8	4
CC(c1nc2ccccc2o1)N1C(=O)c2ccccc2C1=O (stereo unspecified)	9	3
O=C(O)CCn1c(=S)oc2ccccc21	8	5
Cc1csc(N)n1	6	7
Cc1cnc(NC(=O)CSc2nnc(C)s2)s1	-12	4
O=C(Cn1[nH]c(=O)c2ccccc2c1=O)OCC(=O)N(Cc1ccccc1)Cc1ccccc1	-13	-12

Further compounds:
SMILES	FXIa inh	FXIIa inh
CC(C)(C)N1C(=O)c2ccc(C(=O)Nc3nccs3)cc2C1=O	0	1
CCN(CC)CCN1C(=O)C(=O)/C(=C(/O)c2c(C)[nH]c(C(=O)OC)c2C)C1c1cccs1 (stereo unspecified)	8	7
C=CCN(c1ccc(C(=O)NCCc2ccccc2)cc1)S(C)(=O)=O	2	3
COCCNc1nc(C(C)(C)C)nc2c1nnn2Cc1ccccc1Cl	1	5
O=C1NC(Nc2ccccn2)(C(F)(F)F)C(=O)N1c1ccc(F)cc1 (stereo unspecified)	-11	4
CC(C)CC(=O)NC1(C(F)(F)F)C(=O)Nc2c1c(=O)[nH]c(=O)n2Cc1ccco1 (stereo unspecified)	-3	3
CC(=O)Nc1ccccc1OC(=O)N1CCOCC1	-5	-4
Cc1cc(OCC[N+]2(C)CCCCC2)nc2ccccc12	-4	-4
Cc1cc(NC(=O)CCC(=O)N(Cc2ccco2)C(C(=O)NC2CCCCC2)c2ccccc2)no1 (stereo unspecified)	-15	6
Cc1ccc(CN2CCNC2=O)cc1	-16	-16
CC1(C)NC(=O)N(CC(O)COc2ccccc2C(=O)N2CCCCC2)C1=O (stereo unspecified)	2	9
CC(=O)Oc1ccc(-c2csc(Nc3cccnc3)n2)cc1	2	7
O=C(CSCc1c(Cl)cccc1Cl)Nc1ccc2c(c1)OCO2	2	-3
CC(C)(C)c1cc(NC(=O)c2cccnc2)no1	1	6
Cc1ccnc2nc(C(=O)NCCc3ccc(F)cc3)nn12	13	3
CCOC(=O)C1=C(O)/C(=C\c2ccc(CNC(=O)C(=O)Nc3ccccc3)o2)N=C1C	19	-10
O=C(NCC1CCCO1)c1cc(-c2ccncc2)nc2ccc(S(=O)(=O)N3CCOCC3)cc12 (stereo unspecified)	6	3
Cn1c(NCCCN2CCOCC2)nc2c1c(=O)n(Cc1ccc(Cl)c(Cl)c1)c(=O)n2C	-1	6
Cc1[nH]c2ccc(-c3nnc(SCC(=O)NCc4ccco4)n3Cc3ccccc3)cc2c1C	-1	5

This is a subset, so the mix of outcomes need not match the whole.
